PLCb3 inh – PLC-beta3 (human) inhibition, primary screen | Q01970 | Purified PLC-beta3, fluorogenic substrate, fluorescence | inhibition, % at 12.2 µM | 370,000 tested, 0.18% active | AID 720704; in the data active = inhibition above about 11%;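 note: 0% = median of compound wells on plate and 100% = full blocker control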
Target sequence (Q01970 whole entry, looked up): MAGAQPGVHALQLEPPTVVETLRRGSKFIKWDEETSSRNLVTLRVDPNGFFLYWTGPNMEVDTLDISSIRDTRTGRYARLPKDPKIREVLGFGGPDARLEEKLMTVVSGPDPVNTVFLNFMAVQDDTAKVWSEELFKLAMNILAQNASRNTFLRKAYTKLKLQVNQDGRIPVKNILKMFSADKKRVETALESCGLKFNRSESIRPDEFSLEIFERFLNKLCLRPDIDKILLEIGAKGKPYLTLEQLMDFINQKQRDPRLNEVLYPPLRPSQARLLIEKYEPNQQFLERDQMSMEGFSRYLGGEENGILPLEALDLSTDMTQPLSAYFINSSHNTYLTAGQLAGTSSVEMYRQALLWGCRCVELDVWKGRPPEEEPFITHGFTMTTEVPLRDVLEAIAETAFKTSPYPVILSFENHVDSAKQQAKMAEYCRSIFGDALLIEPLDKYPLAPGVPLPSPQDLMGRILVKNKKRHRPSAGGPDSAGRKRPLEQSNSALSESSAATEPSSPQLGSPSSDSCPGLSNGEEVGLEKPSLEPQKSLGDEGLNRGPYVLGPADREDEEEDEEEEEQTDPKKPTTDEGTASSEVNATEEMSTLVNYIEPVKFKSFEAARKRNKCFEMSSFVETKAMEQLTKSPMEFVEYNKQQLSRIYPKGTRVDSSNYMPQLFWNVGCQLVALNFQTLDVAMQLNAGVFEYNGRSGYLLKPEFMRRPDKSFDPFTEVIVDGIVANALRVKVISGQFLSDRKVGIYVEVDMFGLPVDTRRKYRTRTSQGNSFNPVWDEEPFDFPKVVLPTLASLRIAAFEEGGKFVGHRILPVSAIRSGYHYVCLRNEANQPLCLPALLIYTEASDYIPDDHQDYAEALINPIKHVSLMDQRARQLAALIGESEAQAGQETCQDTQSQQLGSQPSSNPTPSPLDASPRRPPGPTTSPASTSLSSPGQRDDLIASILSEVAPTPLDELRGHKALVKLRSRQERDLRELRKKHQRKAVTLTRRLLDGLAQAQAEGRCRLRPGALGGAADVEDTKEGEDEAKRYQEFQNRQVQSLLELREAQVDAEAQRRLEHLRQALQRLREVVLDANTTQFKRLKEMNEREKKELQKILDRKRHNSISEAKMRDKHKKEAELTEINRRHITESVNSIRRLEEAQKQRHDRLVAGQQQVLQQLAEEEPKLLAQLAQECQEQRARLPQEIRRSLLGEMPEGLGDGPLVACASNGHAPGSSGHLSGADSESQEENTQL
Tn6 DDE FP – DD(E)-Tn6 binding inhibition, primary FP screen | P02675 | 370,000 tested, 0.21% active | Fibrin DD(E) TRITC-Tn6 fluorescence polarization displacement | inhibition, % at 8.3 µM;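 active = inhibition above a per-campaign cutoff: mean of compounds within control limits plus 3 SD, cut at about 15% in these data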;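 note: 0% = median of all compound wells on the plate and 100% = blocking peptide control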
ADAM17 inh – ADAM17 inhibition, QFRET primary screen; recombinant ADAM17, EDANS/DABCYL FRET peptide cleavage; inhibition, % at 6.95 µM; 370,000 tested, 0.83% active; P78536;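 active = inhibition above the mean of compounds lying between control limits plus 3 SD, set per campaign, cut at about 8.5% in these data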;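 note: 0% = DMSO-only wells as the low control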
Tn7 DDE FP – inhibitors of Tn7 peptide binding to human fibrin DD(E); inhibition, % at 8.3 µM; AID 720508; P02675; FP displacement of FITC-Tn7 peptide from fibrin DD(E); 0% = median of compound wells per plate; 370,000 tested, 0.13% active;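 active = inhibition above the mean of compounds falling within the control limits plus 3 SD of them, cut at about 14% in these data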;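 note: 0% = plate median of compound wells and 100% = 10 µM Aha-Tn7 peptide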
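Test system: human clot-derived fibrin DD(E) complex / Quantity: 2 µM final DD(E) protein / Incubation: 10 min plus 3 h, room temperature / Measured by: fluorescence polarization / Benchmarks: high control of 10 µM Aha-Tn7 peptide / Replicates: singlicate testing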
ADAM10 inh – inhibits human ADAM10; recombinant ADAM10, EDANS/DABCYL FRET peptide cleavage, 3 h; inhibition, % at 7 µM; AID 720582; O14672; 370,000 tested, 0.62% active;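 active = inhibition above a per-campaign cutoff equal to the mean of compounds falling between control-based bounds plus 3 SD, cut at about 20% in these data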;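 note: 0% = DMSO wells while the 100% control is not disclosed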
ASAP1 GAP inh – blocks human ASAP1-stimulated Arf1 GTP hydrolysis | GDP FP detection | 360,000 tested, 0.19% active | AID 624377 | inhibition, % at 16.5 µM; in the data active = inhibition above about 25%;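 note: 0% = vehicle with enzyme and substrate and 100% = no enzyme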
PLCg1 inh – PLC-gamma1 (human) inhibition, primary screen; inhibition, % at 12.2 µM; 370,000 tested, 0.84% active; purified PLC-gamma1, fluorogenic substrate, fluorescence; in the data active = inhibition above about 9.5%
ARFGAP1 inhibitor – inhibitors of rat ARFGAP1; Arfgap1-stimulated ARF1 GTP hydrolysis, GDP FP detection; inhibition, % at 16.5 µM; 360,000 tested, 0.26% active; AID 651572;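 active = inhibition above a per-plate limit, mean inhibition of low control wells plus 3 SD, cut at about 25% in these data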;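 note: 0% = DMSO wells with enzyme and 100% = wells lacking Arfgap1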
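Material: rat Arfgap1 catalytic domain, aa 1-136; also added: human ARF1(Δ1-17)-GTP substrate; compound dosing: one concentration, 16.5 µM, DMSO 1.26%; incubation: GTP hydrolysis reaction 2 h at 25 °C; measured by: Tracer-displacement fluorescence polarization with EDTA stop, 620/688 nm; evaluation: % inhibition from polarization; repeats: one replicate per compound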
SIAE inh – human SIAE inhibition, primary screen; Q9HAT2; SIAE FP-Rh probe binding, fluorescence polarization; inhibition, % at 9.66 µM; 370,000 tested, 0.69% active;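 active = inhibition above a cutoff: mean of compounds within the control limits plus 3 SD of those, cut at about 17% in these data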;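 note: 0% = plate median of compound wells and 100% = probe without SIAE protein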
TDP2 absorb – blocks human TDP2 phosphodiesterase activity; AID 720702; O95551; recombinant TDP2, T5PNP hydrolysis, p-nitrophenol absorbance 415 nm; 370,000 tested, 0.34% active; inhibition, % at 12.8 µM;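 active = inhibition above the mean of all tested compounds plus 3 SD, set per campaign, cut at about 25% in these data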;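 note: 0% = DMSO with enzyme and 100% = buffer with substrate but no TDP2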
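Assay system: recombinant human TDP2 / Reagent: T5PNP substrate at 5 mM, a TopII-DNA adduct mimic / Measured by: epi absorbance from released p-nitrophenol / Evaluation: % inhibition relative to enzyme-containing and enzyme-free wells / Control set: enzyme-free and DMSO wells / Replicates: each compound tested once, singlicate / Schedule: enzyme reaction with compound for 2 h at 37 °C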
An asterisk follows results filed as active; i = inactive; / = no result given.

SMILES	PLCb3 inh	Tn6 DDE FP	ADAM17 inh	Tn7 DDE FP	ADAM10 inh	ASAP1 GAP inh	PLCg1 inh	ARFGAP1 inhibitor	SIAE inh	TDP2 absorb
O=C(Cc1n[nH]c(=O)c2ccccc12)OCC(=O)c1ccc(OC(F)F)cc1OC(F)F	0	7	-5	1	1	4	-2	-9	3	-3
O=C(O)c1cc(-c2ccncc2)nc2ccc(S(=O)(=O)N3CCOCC3)cc12	-1	11	-1	10	-5	1	2	6	-1	-4
O=C(Nc1cccc2ccccc12)NC1Cc2ccccc2C1	-6	2	-6	-5	-6	-2	1	5	-1	-2
COCCCNC(=O)c1ccc(Cn2c(=O)c3ccccc3n(Cc3ccc([N+](=O)[O-])cc3)c2=O)cc1	1	-9	-4	-3	-2	/	2	/	5	4
O=C(Nc1ccc(N2CCN(C(=O)c3ccccc3F)CC2)cc1)c1cncc(Br)c1	-7	-11	-2	-8	-2	4	6	2	2	-3
CN(C(=O)c1ccc(NC(=O)Cc2cccc(NC(=O)C3CCCN(C(=O)C4CC4)C3)c2)cc1)C1CCCC1 (stereo not drawn)	3	-8	3	-3	12	4	0	5	4	-3
Cc1csc2ncc(C(=O)Nc3ccc(C(F)(F)F)cc3)c(=O)n12	2	-4	2	-2	0	4	1	-5	3	-7
CCCCNC(=O)N1CCOCCOCCN(C(=O)NCCCC)CCOCCOCC1	1	-6	0	2	0	3	1	-5	0	2
O=C(CSc1nnc(-c2ccccc2)n1Cc1ccco1)Nc1ccc(Oc2ccccc2)cc1	0	2	0	3	-5	/	2	/	-3	5
O=C(N/N=C/c1ccco1)C1CC1c1ccccc1 (stereo not drawn)	-3	-5	3	-4	4	-4	0	-3	-7	-10
C1=C(c2cccc3ccccc23)N2CCN=C2S1	-1	7	2	-5	-3	-6	2	6	2	-2
Cc1ccc(C(=O)N2CC(=O)Nc3ccccc32)o1	2	1	-4	6	-4	-6	-1	-9	1	8
COc1cccc(N2C(=O)c3cccnc3C2O)c1 (stereo not drawn)	-11	-3	0	1	1	6	-2	5	3	15
CC(C)Cc1nc(SCc2cccnc2)c2c(=O)n(C)c(=O)n(C)c2n1	-5	0	1	3	3	-2	0	1	-7	-7
COc1ccccc1CNC(=O)Cn1cccc1C(=O)c1ccccc1	-4	1	0	-4	11	-1	3	-3	1	-13
Nc1nnnn1/N=C/c1cc(Cl)ccc1O	i	5	-7	4	-15	6	i	13	6	2
O=C(Nc1ccc(S(=O)(=O)Nc2nccs2)cc1)c1ccc(F)c(S(=O)(=O)N2CCOCC2)c1	-14	6	-3	2	-4	-4	-3	14	-10	-5
COc1ccc(OC)c(S(=O)(=O)N/N=C(/C)c2c[nH]c3ccccc23)c1	-4	7	-3	5	-6	-3	-3	4	1	2
Cn1c(SCC(=O)N2CC(=O)Nc3ccccc32)nc2ccccc2c1=O	-7	1	-1	-1	-3	-6	1	11	0	6
COc1ccccc1-n1cnnc1SCC(=O)N1CCOCC1	-4	-1	0	-7	3	3	3	6	10	0
Cc1ccc(C(=O)NCCNC(=O)COc2ccc(Cl)cc2)cn1	-1	3	0	1	3	5	1	-4	-3	10
CCCCc1nnn2c1C1c3cc(-c4cccnc4)ccc3CCN1C(=O)C2 (stereo not drawn)	2	0	3	1	-5	-3	-7	12	0	-7
COc1cc(OC)cc(OCC(O)Cn2cnc3cc(C)c(C)cc32)c1 (stereo not drawn)	1	0	-1	3	-2	-7	0	-12	-1	0
CCOc1ccc(NC(=O)C2CCN(c3nnnn3-c3ccccc3)CC2)cc1	5	1	6	0	4	4	10*	4	-5	-13
COc1ccc(S(=O)(=O)N2CCC[C@H]2C(=O)N2CCC[C@H]2C(=O)NCc2ccccc2)cc1C	4	5	1	-5	-7	-7	1	7	-5	-8

(next part)
SMILES	PLCb3 inh	Tn6 DDE FP	ADAM17 inh	Tn7 DDE FP	ADAM10 inh	ASAP1 GAP inh	PLCg1 inh	ARFGAP1 inhibitor	SIAE inh	TDP2 absorb
COc1cccc(C(C)NC(=O)Cc2cccs2)c1 (stereo not drawn)	-9	0	2	4	7	-11	-1	6	5	-7
CN1C(=O)c2cccc3c(S(=O)(=O)Nc4ccccn4)ccc1c23	-177	-10	-12	3	-23	3	-168	-6	2	2
O=S(=O)(NCC1COc2ccccc2O1)c1ccccc1F (stereo not drawn)	-3	1	-1	3	0	-8	-2	-10	0	8
O=C(CCN1C(=O)/C(=C/c2ccccc2Cl)SC1=S)NCCCN1CCOCC1	-15	1	-1	-2	10	-13	-3	-12	-2	14
Cc1c(NC(=O)c2cc3c(s2)CCCC3)c(=O)n(-c2ccccc2)n1C	2	-3	-6	-2	-8	-3	1	3	1	-10
O=C(c1ccccc1[N+](=O)[O-])N1CCN(c2ccc(N3CCOCC3)nn2)CC1	0	1	-6	1	-11	17	-2	-5	12	3
CN(CC(=O)Nc1cccc(F)c1)C(=O)CCc1nc2cc(S(=O)(=O)N3CCOCC3)ccc2n1C	-2	5	0	-6	2	-5	0	19	-4	0
Cn1c(SCC(=O)N/N=C/c2ccncc2)nc2ccccc21	-6	8	-1	3	-6	4	1	-17	3	3
CC[C@@H]1CC2=C(C(=O)OC(C)(C)O2)[C@@H](c2ccc(Cl)cc2)O1	-1	10	-6	5	-9	-3	0	1	9	4
CC1CC(C)CN(S(=O)(=O)c2ccc(NC(=S)NC(=O)c3ccccc3)cc2)C1 (stereo not drawn)	0	-5	-5	-3	-5	2	3	11	0	6
COc1cccc(/C=N/NC(=O)c2cccc3ccccc23)c1	-7	3	4	6	-19	-1	-2	-5	-4	-19
Cc1ccc(CS(=O)(=O)CCC(=O)NCCC2=CCCCC2)cc1	-7	2	-4	2	-3	-4	-2	-10	4	0
COc1cccc(NC(=O)Cn2c(=O)oc3cc(S(=O)(=O)N4CCCC4)ccc32)c1	-5	-3	-5	5	-9	5	2	-4	3	4
Cc1ccccc1S(=O)(=O)NNC(=O)C(=O)NNc1ccccn1	3	-3	8	2	9	3	3	3	-4	-25
CN[C@H](C)C(=O)NC[C@H]1O[C@@H](n2cc(C)c(=O)[nH]c2=O)C[C@@H]1O	1	4	-2	-3	-3	0	-2	6	8	-2
COC(C)(C)c1cc(C(C)(C)C)nc(N)n1	0	-2	-4	8	-2	13	2	-8	4	9
Cc1cc(C)c(C)c(S(=O)(=O)N2CCN(C(=O)c3ccncc3)CC2)c1C	-3	0	-3	14	-1	-4	0	-1	-2	-6
CCOC(=O)C1=C(Cn2ccc(C(F)(F)F)n2)NC(=O)NC1c1ccc2c(c1)OCO2 (stereo not drawn)	0	-4	-3	8	-1	6	-1	9	-4	-8
COc1ccc(CC(=O)Oc2ccc(C#N)cc2)cc1	1	-4	-1	5	-7	11	0	0	-3	0
CC(C)(C)OC(=O)NCCc1onc(-c2ccc([N+](=O)[O-])cc2)c1C(=O)O	-5	-3	-2	-2	-5	1	-1	0	-2	-1
CCOC(=O)c1c(C)[nH]c(C(=O)OCC(=O)Nc2cc(Cl)ccc2OC)c1C	-4	1	-4	1	-1	3	-2	3	0	5
CCNC(=O)CC1C(=O)N(c2ccc(C)cc2)C(=O)N1CCc1ccc(OC)c(OC)c1 (stereo not drawn)	1	6	1	0	-6	-14	2	-9	1	1
CC(=O)Nc1cccc(NC(=O)c2c(-c3ccccc3Cl)noc2C)c1	-1	-1	-1	0	-3	-18	-2	5	-10	-6
COc1cc(/C=C/CN2CCN(CCC(C)C)C(CCO)C2)ccc1O (stereo not drawn)	-2	1	-1	4	-11	-10	-2	10	1	-7
N#Cc1c(-c2ccccc2)nc(SCC(=O)Nc2nnc(C(F)(F)F)s2)[nH]c1=O	-8	-1	0	0	6	2	-10	-4	-4	1
CC(Sc1nnc(C2CC2)n1-c1ccccc1)C(=O)N1CCNC1=O (stereo not drawn)	-5	1	-5	9	-10	-11	4	2	3	5
COc1cccc(-c2nnc(SCc3ccc(C#N)cc3)n2Cc2ccco2)c1	2	0	2	6	18	0	2	-10	-3	-9

Source: PubChem BioAssay (The Scripps Research Institute Molecular Screening Center)
